Source: PubChem
FBPA Giardia inh: qHTS Assay for Inhibitors of Fructose-1,6-bisphosphate Aldolase from Giardia Lamblia; A8B2U2; purified Giardia FBPA; Potency, µM (series often up to 59.6 µM), without a hit: at the highest dose activity, negative = inhibition, actives largely listed as inhibitors; 290,000 tested, 0.71% active; AID 2451, 2010; further: potency means the concentration at half of the fitted maximal effect; nearly all actives have a fitted effect of over 55% in size
Target sequence (A8B2U2 whole entry, looked up): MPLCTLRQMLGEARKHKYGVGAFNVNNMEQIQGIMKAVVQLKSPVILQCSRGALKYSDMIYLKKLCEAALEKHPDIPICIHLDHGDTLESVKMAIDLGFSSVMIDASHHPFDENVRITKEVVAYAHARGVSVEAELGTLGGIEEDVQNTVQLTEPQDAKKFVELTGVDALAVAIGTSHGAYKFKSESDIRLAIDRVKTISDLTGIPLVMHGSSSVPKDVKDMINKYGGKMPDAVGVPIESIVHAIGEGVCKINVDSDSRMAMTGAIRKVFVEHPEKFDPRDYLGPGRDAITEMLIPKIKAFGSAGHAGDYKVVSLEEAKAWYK
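40 nM FBPA preincubated 10 min at RT with compound (up to 57.5 uM final), then substrate plus GAPDH/TPI/NAD/arsenate coupling and diaphorase/resazurin added. Fluorescence read after 20 min at RT, 525/598 nm.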
AmpC inh detg: qHTS Inhibitors of AmpC Beta-Lactamase (assay with detergent). P00811. AmpC hydrolysis of nitrocefin, absorbance 480 nm, 0.01% Triton. Potency, µM (doses to about 114 µM), for the others: at the highest dose activity change, negative = inhibition, actives largely listed as inhibitors. 370,000 tested, 0.041% active;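 further: potency means the concentration at half of the fitted maximal effect; 0% = no-compound wells and -100% = no-enzyme wells; nearly all actives have a fitted effect of over 25% in size; some results filed as inactive show a strong effect at the top dose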
Target sequence (P00811 whole entry, looked up): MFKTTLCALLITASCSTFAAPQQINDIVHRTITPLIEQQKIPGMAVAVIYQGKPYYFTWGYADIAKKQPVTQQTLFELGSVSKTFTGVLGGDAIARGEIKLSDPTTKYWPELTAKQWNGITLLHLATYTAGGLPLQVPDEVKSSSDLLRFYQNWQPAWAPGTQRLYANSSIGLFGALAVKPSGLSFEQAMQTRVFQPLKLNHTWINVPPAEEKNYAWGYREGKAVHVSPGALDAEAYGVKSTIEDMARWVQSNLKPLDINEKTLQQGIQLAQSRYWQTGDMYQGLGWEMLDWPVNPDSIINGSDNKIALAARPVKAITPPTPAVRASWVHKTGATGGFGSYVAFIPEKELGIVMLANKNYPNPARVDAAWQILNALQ
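20 mM phosphate pH 7.0 + 0.01% (detergent screen) or 0.0001% Triton X-100; 5.3 nM AmpC reagent; cpd preinc 15 min RT; nitrocefin (800 uM stock) to start; A480 q20 s × 4 min; Activity was normalised to no-enzyme and no-compound control wells.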
AmpC no deterg: qHTS Inhibitors of AmpC Beta-Lactamase (assay without detergent); P00811; AmpC nitrocefin hydrolysis, absorbance 480 nm, 0.0001% Triton; Potency, µM (titrated, usually from 57.1 µM), without a hit: at the top dose activity change, negative = inhibition, hits mostly inhibitors; 330,000 tested, 0.52% active; AID 485341, 2010;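 further: potency means the concentration at half of the fitted maximal effect; plate controls were no compound for no effect and no enzyme for full effect; nearly all actives have a fitted effect of over 20% in size; some results filed as inactive show a strong effect at the top dose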
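20 mM phosphate pH 7.0 + 0.01% (detergent screen) or 0.0001% Triton X-100; 5.3 nM AmpC reagent; cpd preinc 15 min RT; nitrocefin (800 uM stock) to start; A480 q20 s × 4 min; Activity was normalised to no-enzyme and no-compound control wells.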
AMA1 RON2 block: qHTS for Inhibitors of AMA1-RON; Towards Development of Antimalarial Drug Lead: Primary Screen; Plasmodium falciparum AMA1 (3D7) - RON2 peptide interaction; AlphaScreen AMA1-biotinylated RON2 peptide binding; 360,000 tested, 0.2% active; AID 720542, 2013; Potency, µM (top dose mostly 58.2 µM), for the others: top-dose activity change, negative = inhibition, most hits filed as inhibitors;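 further: potency means the concentration at half of the fitted maximal effect; 0% = vehicle wells and -100% = peptide control; nearly all actives have a fitted effect of over 45% in size; some results filed as inactive show a strong effect at the top dose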
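AMA1 (3D7) with his tag at 25 nM final met compounds first, then biotinylated RON2 peptide at 25 nM; detection used donor plus acceptor beads, 10 µg/mL apiece, read by AlphaScreen after 30 min at room temperature.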
Sm TGR inh: qHTS Assay for the Inhibitors of Schistosoma Mansoni Peroxiredoxins | 360,000 tested, 3% active | AID 485364, 2010 | purified TGR, DTNB reduction, TNB absorbance 405 nm | Potency, µM (titrated, usually from 114 µM), without a hit: at the highest dose activity change, negative = inhibition, actives largely listed as inhibitors; further: potency means the concentration at half of the fitted maximal effect; nearly all actives have a fitted effect of over 60% in size
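First, TGR (20 nM dispensed) and NADPH were mixed with compound. Second, a 15 min room-temperature incubation followed. Third, further NADPH and then DTNB were added to start the reaction. Finally, TNB absorbance was monitored kinetically.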
HCMV inh: qHTS Assay for inhibitors of the human cytomegalovirus (HCMV) | HFF cells, HCMV-luciferase reporter, 72 h; hits give low values | AID 1259415, 2018 | activity change, negative = inhibition, % at 57.5 µM | 410,000 tested, 4.5% active; in the data active means activity change below about -60%; inconclusive means no clear call, values can overlap the other calls; inactive means above about -39%
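Screen run at 2 compound doses on HFFs infected with reporter HCMV, MOI 1 PFU/cell. Luciferase activity from cell lysates at 72 h post infection gave inhibition relative to buffer-only and Salinomycin wells.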
* marks the source's active call; other numbers are inactive results; u = inconclusive; x = not tested or not shown; & = joins results of further samples; [ ] = dose if it differs, or a comment. Unless noted, the call rests on the fitted dose curve; in most records, active means well fitted curve in the direction sought with a large enough effect; inconclusive means small, poorly fitted or top-dose-only effect, or another doubt; inactive means no such curve, though single readings can be large; an effect the other way counts as inactive or inconclusive. Unless noted, on the % scale 0 is the no-effect control and ±100 the full control effect.

Each structure is followed by: FBPA Giardia inh	AmpC inh detg	AmpC no deterg	AMA1 RON2 block	Sm TGR inh	HCMV inh
- NS(=O)(=O)c1ccc(N/N=C/c2ccncc2)cc1
 : -23%	-11%	-5%	1%	2%	-36
- CCN(CC)CCOc1c(C)cccc1Cl
 : u	5%	-22%	5%	-19%	-33
- Oc1ccc(C2NCc3ccccc3-n3cccc32)cc1Cl (stereo unspecified)
 : 15%&-4%	-6%&4%	-38%&-22%	-19%&-8%	-8%&-2%	18&3
- CCc1ccccc1Nc1nn2c(=O)c3ccc(C(=O)NCCc4ccccc4)cc3nc2s1
 : x	24%	x	x	0%	5
- Cc1ccc(NC(=O)COC(=O)c2ccco2)cc1C
 : x	u	-15%	5%	2%	-17
- CCOc1ccc(CCNC(=O)c2cc(=O)[nH]c3ccc(S(=O)(=O)N(CC)CC)cc23)cc1OCC
 : x	0%	-3%	-20%	7%	90
- O=C(N/N=C/c1ccco1)C1CC1c1ccccc1 (stereo unspecified)
 : 1%	-12%	-29%	-15%	u	-17
- COc1cc(CNc2ccc3[nH]c(=O)[nH]c3c2)ccc1OCc1ccccc1C
 : -1%	-1%	-28%	-28%	-27%	-70*
- COC(=O)c1ccc(C2/C(=C(\O)c3ccc(OC)c(C)c3)C(=O)C(=O)N2c2cc(C)on2)cc1 (stereo unspecified)
 : 8%	-14%	-16%	3%	6%	29
- O=C(NNc1ccc(F)cc1F)C1CCC1
 : 2%	-3%	-7%	-2%	u	-2
- Cc1ccc(C(=O)O)cc1NCc1ccncc1
 : 4%	-18%	0%	7%	-17%	-6
- COC(=O)c1ccccc1NC(=O)NC1CCN(Cc2ccccc2)CC1
 : 5%	1%	-22%	1%	3%	-4
- CCOC(=O)CNC(=S)N(Cc1ccccc1)Cc1cccnc1
 : -2%	u	8%	-2%	-2%	-21
- CC(C)=CCC/C(C)=C/CNC(=O)CC1C[C@H](C(=O)N(C(C)C)C(C)C)[C@@]2(C)c3[nH]c4ccccc4c3CCN2C1=O (stereo partly specified)
 : x	x	6%	4%	x	-4
- CCOC(=O)c1cccc(NC(=O)c2cccs2)c1
 : 2%	-10%	-25%	-2%	-4%[11.4 µM]	-12
- CN(c1ccccc1)S(=O)(=O)c1ccc2c(c1)oc(=O)n2C
 : 10%	u	-9%	-1%	u	3
- CCCCNC1CCS(=O)(=O)C1 (stereo unspecified)
 : 4%	-4%	0%	14%	-14%	-17
- CCn1nc(C)c(C2C(C#N)=C(N)Oc3n[nH]c(C)c32)c1C (stereo unspecified)
 : 1%	0%	-28%	-16%	-12%	-24
- Cc1nnc(SCCC(=O)Nc2ccccc2Cl)o1
 : 13%	4%	1%	-2%	9%	-3
- COc1ccc(-c2ccnc(SCC(=O)c3ccc(Cl)cc3)n2)cc1
 : 2%	-1%	-25%	8%[2.32 µM]	2%	-5
- CCN(CC)CCn1c2ccccc2c2nc(C)sc21
 : -13%	0%	-7%	-6%	1%	35
- O=C(NCc1ccc(Cl)cc1)c1cnccn1
 : x	-10%	-9%	1%	2%	-18
- FC(F)(F)c1cccc(N2CCN(CC3CC=CCC3)CC2)c1 (stereo unspecified)
 : -2%	-7%	0%	5%	-20%	20
- COC(=O)C(NNc1ccccc1)(NC(=O)c1ccc(F)cc1)C(F)(F)F (stereo unspecified)
 : 0%	-5%	-7%	-2%	-17%	-37
- Clc1ccccc1Nc1nc(-c2ccncc2)nc2ccccc12
 : -8%	2%	61%[activator]	-7%	1%	2
- NC(=O)c1ccccc1NC(=O)COC(=O)CSCc1cccc(Cl)c1
 : x	x	-7%	6%	x	-13
- O=C1CN(C(=O)COC(=O)c2c(F)cccc2Cl)c2ccccc2N1
 : x	x	-47%	-5%	x	-35
- COCCNC(=S)N/N=C(\C)c1ccc(-n2ccnc2)cc1
 : -19%	-4%	-11%	25%	0%	u
- Cc1ccc2nc(C)cc(SCC(=O)N/N=C/c3ccco3)c2c1
 : x	-3%	60%[activator]	28%	-18%	-32
- Cn1c(SCc2nc3ccccc3n2CCO)nc2ccccc21
 : -11%	-1%	-7%	6%	-14%	-23
- COCCn1c(C)cc(C(=O)COc2ncnc3ccc(Br)cc23)c1C
 : 6%	u	76%[activator]	0%	0%	-19
- CCOC(=O)c1c(C)[nH]c(C)c1S(=O)(=O)NCC(=O)NCc1ccc(C)cc1
 : x	4%	x	x	5%	14
- O=C(CC1C(=O)NCCN1Cc1cccc(F)c1F)NC1CCCCCC1 (stereo unspecified)
 : x	-12%	2%	17%	u	3
- COC(=O)[C@H]1C[C@@H]1[C@H](NC(=O)c1ccccc1)c1ccccc1
 : 7%&7%	-20%	-6%	25%	-12%	-3
- CCOC(=O)N1CCC(NC(=O)CN2C(=O)COc3ccc(C(C)(C)C)cc32)CC1
 : -1%	4%	93%[activator]	-2%	19%	7
- CCOC(=O)c1c(S(=O)(=O)NCC(=O)N2CCN(c3ccccc3)CC2)c(C)n(C)c1C
 : x	2%&6%	43%	-6%	-13%&-9%	25&-2
- CC(C)(C)OC(=O)n1cc(C(=O)c2ccccc2O)cn1
 : 16%	-12%	-15%	17%	1%	15
- COc1cccc(C2CC(=O)Nc3cc(OC)c(OC)cc32)c1 (stereo unspecified)
 : 2%	-11%	-15%	4%	4%	89
- CCC(Oc1ccccc1OC)C(=O)Nc1ccc2c(c1)OCO2 (stereo unspecified)
 : -3%	-1%	-15%	-3%	5%	34
- COc1ccc(C2NC(=O)c3sc4nc(C)c(C(C)=O)c(-c5ccc(Cl)cc5)c4c3N2)cc1 (stereo unspecified)
 : x	-3%	-27%	6%	11%	1
- O=C(Cc1c(Cl)cccc1Cl)Nc1ccncc1
 : x	-11%	-11%	-3%	-11%	6
- Cc1cc2c(cc1S(=O)(=O)Nc1cccc(Cl)c1C)n(C)c(=O)c(=O)n2C
 : x	-4%	x	x	4%	2
- CCOc1ccc(S(=O)(=O)N2CCC(C(=O)N3CCCCCC3)CC2)cc1C
 : x	-4%	144%[activator]	0%	1%	-28
- Cc1cccnc1CNC(=O)C1CCC(=O)N(CCc2cccc(F)c2)C1 (stereo unspecified)
 : 2%	u	3%	7%	-3%	-16
- COc1ccccc1C(CNc1ccc(S(=O)(=O)N2CCCC2)cc1[N+](=O)[O-])N(C)C (stereo unspecified)
 : -3%	4%	77%[activator]	-20%	3%	u
- C[C@H]1CN=C(Nc2ccccc2)N1CCCC1CCCC1
 : 16%	u	-12%	-3%	1%	u
- CCCc1n[nH]c(=O)c2c1nnn2Cc1ccccc1F
 : 0%	2%	-19%	-8%	-2%	29
- CC(=O)N1CCc2cc(S(=O)(=O)CCC(=O)N3CCN(C(=O)c4ccco4)CC3)ccc21
 : 1%	-8%	-18%	-4%	u	x
- FC(F)(F)Oc1ccc(-c2cn3cccnc3n2)cc1
 : 4%	4%	-9%	-3%	2%	37
- Cc1ccc(NC(=O)CCS(=O)(=O)c2cccc3nonc23)cc1
 : -4%	-6%	-20%	-9%	-29%	31

Next compounds.
Each structure is followed by: FBPA Giardia inh	AmpC inh detg	AmpC no deterg	AMA1 RON2 block	Sm TGR inh	HCMV inh
- O=C(COc1nncc2ccccc12)Nc1ccc(F)c(F)c1
 : -3%	0%	-39%	10%	11%	-101*
- O=C(Nc1ccccn1)c1ccc([N+](=O)[O-])cc1Cl
 : 4%	-14%	-13%	-1%	1%	25
- O=C(N/N=C/c1ccc2c(c1)OCO2)C(=O)Nc1ccc2ccccc2c1
 : 4%	3%	-22%	x	x	12
- O=C1CCc2ccccc2N1Cc1ccccc1
 : 15%	-1%	-7%	4%	-33%	u
- COc1ccc(NC(=O)C2CC(c3c(F)cccc3Cl)=NO2)cc1OC (stereo unspecified)
 : 0%	0%	-13%	-4%	4%	11
- CC(C)(CO)NC(=O)CC1C(=O)NCCN1Cc1ccc(-c2ccccc2)cc1 (stereo unspecified)
 : -7%	-1%	131%[activator]	0%	-16%[57.1 µM]	60
- O=C(N/N=C/c1ccc([N+](=O)[O-])o1)c1ccncc1
 : u	7%	-10%	-9%	u	-31
- CCN(CC)CCCN(C(=O)c1cccs1)c1nc(-c2ccc(OC)cc2)cs1
 : -4%	0%	146%[activator]	-26%	u	x
- CC(OC(=O)CN1C(=O)c2ccccc2C1=O)C(=O)N(C)c1ccccc1 (stereo unspecified)
 : x	-19%	-3%	9%	5%	-8
- COc1ccccc1CN(CC(=O)NCc1ccco1)C(=O)CNS(=O)(=O)c1ccc(C)cc1
 : 6%	-1%	-17%	-2%	28µM*	-30

Full records, quoted from the list.
Cc1cccnc1CNC(=O)C1CCC(=O)N(CCc2cccc(F)c2)C1 (stereo unspecified) is listed with FBPA Giardia inh = 2%; AmpC inh detg = u; AmpC no deterg = 3%; AMA1 RON2 block = 7%; Sm TGR inh = -3%; HCMV inh = -16
Cc1ccc2nc(C)cc(SCC(=O)N/N=C/c3ccco3)c2c1 is listed with FBPA Giardia inh = x; AmpC inh detg = -3%; AmpC no deterg = 60%[activator]; AMA1 RON2 block = 28%; Sm TGR inh = -18%; HCMV inh = -32

Continued.
Each structure is followed by: FBPA Giardia inh	AmpC inh detg	AmpC no deterg	AMA1 RON2 block	Sm TGR inh	HCMV inh
- COc1cccc([C@@H]2CC=C(C(=O)O)[C@H](c3ccc(Cl)cc3)N2S(=O)(=O)c2ccc(C)cc2)c1
 : x	-5%	-21%	0%	-16%	-11
- O=C(Nc1ccccc1N1CCN(c2ccccc2)CC1)C1CCCCC1
 : 5%	-10%	-35%	-3%	-19%	-24
- CC1CCN(CCCNC(=O)c2cc(Sc3ccc(F)cc3)nc3ccccc23)CC1
 : x	-3%	x	x	-6%	-65*
- O=C(NC(=S)Nc1ccccc1Cl)C1CC1
 : x	-8%	-35%	-10%	45µM*	45
- Cc1c(C(=O)N2CCOCC2)sc(NC(=O)CCl)c1C#N
 : 1%	-14%	-10%	-4%	40µM*	u
- CCOC(=O)c1c(C)n(OCc2ccccc2)c2ccc3nonc3c12
 : -10%	-7%	-34%	13%	-14%	-13
- CSc1nc(C(=O)N2CCCC(N3CCN(c4ccccc4C)CC3)C2)cs1 (stereo unspecified)
 : x	3%	170%[activator]	-12%	-5%	-39
- Cn1c(=O)c2c(nc(CN3CCN(C(=O)c4ccco4)CC3)n2CCCc2ccccc2)n(C)c1=O
 : 1%	-16%	153%[activator]	-6%	u	-14
- Cc1ccccc1-c1nc(CN2CCCC(C(=O)NCCCN3CCOCC3)C2)c(C)o1 (stereo unspecified)
 : 11%	-14%	124%[activator]	18%	10%	0
- COc1cc(/C=N/NC(=O)C(C)n2nnc3ccccc32)ccc1O (stereo unspecified)
 : 2%	4%	-27%	7%	-25%	-10
